Screening results (PubChem)
GAA glycogen: qHTS Assay for Inhibitors and Activators of Human alpha-Glucosidase Cleavage of Glycogen; Lysosomal alpha-glucosidase (Homo sapiens), P10253; recombinant GAA, glycogen substrate, Amplex Red glucose oxidase fluorescence; Potency, µM (series often up to 76.4 µM), inactives show top-dose activity change, negative = inhibition, most hits filed as inhibitors; 0.38% of 300,000 active; AID 2100, 2009; active means well fitted inhibition curve with a large enough effect; inconclusive means small, poorly fitted or top-dose-only effect, or another doubt; inactive means no such curve, though single readings can be large or run the other way;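 further: 0% = full enzyme reaction and -100% = no-enzyme basal signal; the screen sought inhibitors and activators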
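Recombinant human enzyme (4 nM); glycogen substrate; 37 C, 40 min, pH 5.0. Readout: coupled glucose oxidase/Amplex Red fluorescence.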
Active calls of the source: *; ? = inconclusive; & = joins results of further samples; [ ] = another dose, or the depositor's remark. Potency means the concentration at half of the fitted maximal effect.

SMILES	GAA glycogen
Cc1ccc(OCC(=O)Nc2ccc3nc(SCC(=O)N(C)c4ccccc4)sc3c2)cc1	7.3%[76.3 µM]
CC(C)CN1CCN=C1Nc1ccccc1	-5.5%[76.3 µM]
COc1ccc(Cl)cc1N(CC(=O)N1CCCC1)S(C)(=O)=O	-15.0%[76.3 µM]
COc1ccc(-c2cc(C)no2)cc1S(=O)(=O)N1CCN(C(=O)c2ccco2)CC1	-17.7%[76.3 µM]
COc1ccc(-c2nc(SCc3ccc(C#N)cc3)[nH]c(=O)c2C#N)cc1	6.7%
CC(NS(=O)(=O)OCC(Cl)(Cl)Cl)c1ccc(C(C)(C)C)cc1 (configuration not stated)	-6.5%[76.3 µM]
CCOc1ccc(C(C)=O)cc1CN1C(=O)c2ccccc2S1(=O)=O	3.3%
O=Cc1cc(-c2ccccc2)[nH]c1-c1ccccc1	-10.0%[76.3 µM]
COc1cccc(CNC(=O)CNC(=O)c2cccs2)c1	-2.5%[76.3 µM]
O=C(Cc1cc(=O)oc2cc(O)ccc12)NC(Cc1ccc(Cl)cc1)C(=O)O (configuration not stated)	-0.2%
O=C(Nc1nnc(S(=O)(=O)N2CCCC2)s1)c1ccccc1Cl	17.6%&-10.9%[76.3 µM]
CSc1ccc(CN(C)C(=O)COc2ccc(C(=O)c3ccccc3)cc2)cc1	-7.9%
COc1ccc(C2(C)CC(C)(C)Nc3ccccc32)cc1 (configuration not stated)	-10.5%[76.3 µM]
CCNC(=S)N(CCc1c(C)[nH]c2ccccc12)Cc1cccnc1	10.3%
Cc1ccc(S(=O)(=O)N(CC(=O)Nc2cccnc2)c2ccc(Br)cc2)cc1	-5.3%[76.3 µM]
O=C(c1ccc2nc(Cc3cccc(Cl)c3)oc2c1)N1CCOCC1	-1.2%[76.3 µM]
CC(C)COP(=O)(c1ccc(N(C)C)cc1)C(O)c1ccc(N(C)C)cc1 (configuration not stated)	0.0%
O=C1CCNCCN1[C@H](CO)Cc1ccccc1	-23.2%[76.3 µM]
CCOC(=O)c1ccc(COC(=O)CNC(=O)CNC(=O)Cc2ccccc2)cc1	-0.9%[76.3 µM]
Cc1ccc(C)c(OCc2cc(C(=O)N(C)Cc3ccccn3)no2)c1	-4.0%[76.3 µM]
CSc1nsc(SCC(=O)Nc2ccc(C(=O)O)cc2)n1	6.7%
Cc1cccc(-c2noc(CNC(=O)COc3ccccc3C)n2)c1	-8.4%[76.3 µM]
Cc1cc2c(cc1S(=O)(=O)NCC(C)c1ccccc1)n(C)c(=O)c(=O)n2C (configuration not stated)	18.2%[76.3 µM]
CCOC(=O)COn1c(=O)c(-c2ccc(Br)cc2)[n+]([O-])c2ccccc21	4.6%
O=c1c(S(=O)(=O)c2cccc(Cl)c2)cn(Cc2ccccc2)c2cc(N3CCOCC3)c(F)cc12	-13.9%[76.3 µM]

The last 3 compounds of the section before are carried over, then new ones follow:
SMILES	GAA glycogen
Cc1cc2c(cc1S(=O)(=O)NCC(C)c1ccccc1)n(C)c(=O)c(=O)n2C (configuration not stated)	18.2%[76.3 µM]
CCOC(=O)COn1c(=O)c(-c2ccc(Br)cc2)[n+]([O-])c2ccccc21	4.6%
O=c1c(S(=O)(=O)c2cccc(Cl)c2)cn(Cc2ccccc2)c2cc(N3CCOCC3)c(F)cc12	-13.9%[76.3 µM]
N#Cc1nc(-c2ccccc2F)oc1N1CCCCC1	2.7%
O=C(Nc1ccccc1Cl)NC1(C(=O)N2CCOCC2)CCCCC1	-0.2%[76.3 µM]
CS(=O)(=O)c1ccc(NCC2CCCO2)c([N+](=O)[O-])c1 (configuration not stated)	12.0%
CCCN(CC(=O)Nc1ccccc1C)C(=O)c1ccc(COc2ccccc2)cc1	-11.8%[76.3 µM]
CCNC(=S)N1CCC(Cc2ccccc2)CC1	-5.2%[76.3 µM]
CCCCOc1cccc(C2/C(=C(\O)c3ccc4c(c3)OCCO4)C(=O)C(=O)N2CCN2CCOCC2)c1 (configuration not stated)	-6.9%[76.3 µM]
CCS(=O)(=O)N1CCc2cc(C(=O)Nc3ccc(C(=O)OC)cc3)ccc21	16.4%[76.3 µM]
COc1ccc(S(=O)(=O)NCc2cccnc2)cc1NC(=O)c1ccccc1	-8.1%[76.3 µM]
CC1=C(C(=O)OC(C)(C)C)C(c2ccc3ccccc3c2)NC(=O)N1C (configuration not stated)	-1.1%
CN(c1ccccc1C(=O)Nc1ccccc1-c1ccccc1)S(C)(=O)=O	2.9%[76.3 µM]
CCN(Cc1ccccc1)C(=O)c1cccc(OC2CCN(C(=O)C3CC3)CC2)c1	-7.2%[76.3 µM]
CCn1c(=O)c2c(nc3n2CCCN3Cc2ccccc2)n(C)c1=O	-8.2%
O=C(O)c1cccc(-n2cccc2/C=C2/SC(=O)N(CC(=O)N3CCCC3)C2=O)c1	1.2%
O=C(CN(C(=O)CCC(=O)Nc1ccccn1)c1cccc(F)c1)NCc1ccc2c(c1)OCO2	1.9%
CCOC(=O)N1C(=O)[C@](CC)(c2ccccc2)N1C(=O)OCC	-11.9%[76.3 µM]
CN(C)S(=O)(=O)N1CCC(Oc2cccc(C(=O)NCCC3=CCCCC3)c2)CC1	-14.0%[76.3 µM]
CCOC(=O)[C@@H]1[C@H]2COc3ccccc3[C@H]2N2C(=O)N(c3ccc(Cl)cc3)C(=O)[C@]12C	-2.3%[76.3 µM]
CC(=O)N1CCc2cc(S(=O)(=O)NC(C(=O)NC(C)c3ccccc3)C(C)C)ccc21 (configuration not stated)	-11.6%[76.3 µM]
COc1ccc(C(=O)CCC(=O)N2CCN(c3ccc(C)cc3)C(C)C2)cc1 (configuration not stated)	-3.5%[76.3 µM]
CCOc1ncccc1C(=O)NCCc1c[nH]c2ccccc12	-1.3%
CCC(=O)N1CCc2cc(Br)cc(S(=O)(=O)NCCCN(CC)Cc3ccccc3)c21	4.9%
COc1ccccc1N1CCN(C2CCCN(C(=O)CCC(=O)N(C)C)C2)CC1 (configuration not stated)	-4.4%[76.3 µM]
O=C(CCN1C(=O)C2C3CCC(C3)C2C1=O)OCC(=O)c1ccc(Cl)cc1 (configuration not stated)	3.4%[76.3 µM]
Cc1cc(OCC(=O)NNC(=S)NC(=O)c2ccc(Br)o2)ccc1Cl	-4.0%[76.3 µM]
Cc1cc(F)ccc1S(=O)(=O)N1CCCOC1CNC(=O)C(=O)NCCc1ccccc1 (configuration not stated)	-3.3%[76.3 µM]

4 compounds from above, ordered by SMILES length, descending:
SMILES	GAA glycogen
O=C(O)c1cccc(-n2cccc2/C=C2/SC(=O)N(CC(=O)N3CCCC3)C2=O)c1	1.2%
O=C(CCN1C(=O)C2C3CCC(C3)C2C1=O)OCC(=O)c1ccc(Cl)cc1 (configuration not stated)	3.4%[76.3 µM]
CCOC(=O)c1ccc(COC(=O)CNC(=O)CNC(=O)Cc2ccccc2)cc1	-0.9%[76.3 µM]
CC(C)CN1CCN=C1Nc1ccccc1	-5.5%[76.3 µM]

Next part:
SMILES	GAA glycogen
COc1ccccc1CCC(=O)NCCCn1ccc2ccccc21	6.3%
Cc1ccc(C(=O)O)cc1-c1ccc(/C=C2\SC(=O)N(CC(=O)Nc3ccc4c(c3)OCO4)C2=O)o1	0.5%[76.3 µM]
Oc1ccccc1N1CCN(c2ncnc3scc(-c4ccccc4)c23)CC1	7.4%
COc1ccc(C(=O)Nc2cc(C)nn2-c2cccc(F)c2)cc1OC	-2.1%
COc1ccc(-c2noc(CN3CCN(C(=O)c4cccs4)CC3)n2)c(OC)c1OC	-4.4%[76.3 µM]
O=C(c1cc(COc2ccc(F)c(F)c2)on1)N1CCSCC1	-1.5%[76.3 µM]
CCc1ccc(CN(Cc2ccco2)c2cnc(S(C)(=O)=O)nc2C(=O)Nc2ccc(C)c(Cl)c2)cc1	-7.5%[76.3 µM]
CCc1nccn1CCC(=O)NC1CC(C)(C)Cc2c1cnn2-c1ccc(OC)cc1 (configuration not stated)	7.6%[76.3 µM]
CC(=O)OC1=C(C(C)=O)N(Cc2ccccc2)S(=O)(=O)c2ccccc21	16.9%[76.3 µM]
COC(=O)c1ccc(OCCOc2ccccc2C)cc1	-4.5%[76.3 µM]
CN(C(=O)c1cccc(N2C(=O)C3C4C=CC(C4)C3C2=O)c1)C1CCCCC1 (configuration not stated)	7.1%[76.3 µM]
Cc1oc(-c2ccccc2F)nc1CS(=O)CC(=O)NC1CCCC1 (configuration not stated)	-0.3%[76.3 µM]
Cc1cc(C)cc(NC(=O)CCCCCN2C(=O)[C@@H]3Cc4ccccc4CN3C2=O)c1	-10.2%[76.3 µM]
COc1ccc(CNC(=S)NC2CCCCC2)cc1	-1.7%[76.3 µM]
NC(=O)c1cnn2c(-c3ccc(Cl)cc3Cl)ccnc12	4.6%
COc1ccc(NC(=O)c2ccc3c(c2)OCO3)cc1	0.2%[76.3 µM]
COc1ccc2c(Cl)c(C(=O)N/N=C/c3ccncc3)sc2c1	1.8%
Cc1cc(C(=O)N2CCC(CO)(Cc3cccc(C(F)(F)F)c3)CC2)n[nH]1	6.6%[76.3 µM]
N#CCOc1ccccc1/C=N/n1nnnc1N	2.1%[76.3 µM]
CCCn1c(=O)c2sccc2n2c(CCCC(=O)NC3CCN(Cc4ccccc4)CC3)nnc12	0.5%[76.3 µM]
COc1ccc(NC(=O)CC(C)CC(=O)NCc2ccccc2)c(OC)c1 (configuration not stated)	1.3%[76.3 µM]
CCNC(=S)N(CCN(C)C)Cc1cc2cc3c(cc2[nH]c1=O)OCO3	-8.2%[76.3 µM]
COc1ccc(NC(=O)C2C3C=CC4(O3)C2C(=O)N(CCN2CCCCC2C)C4C(=O)NC2CCCC(C)C2C)cc1 (configuration not stated)	7.6%
Cc1c(Cl)cccc1NC(=O)CCN1CCN(CCO)CC1	8.5%[76.3 µM]
O=C1CN(S(=O)(=O)c2ccc(F)cc2)c2ccccc2N1	-3.0%[76.3 µM]
SMILES	GAA glycogen
CCCn1c2ccccc2c2cnn(CC(=O)NCCCOC)c(=O)c21	4.8%
CCOc1ccc(C(=O)Nc2ccc3nc(SCCOc4ccccc4)sc3c2)cc1	17.1%[76.3 µM]
O=C(NC(Cc1ccc(O)cc1)C(=O)O)/C(=C/c1ccccc1)NC(=O)c1ccccc1 (configuration not stated)	-5.7%[76.3 µM]
COc1cccc(/C=C/c2nc(S(=O)(=O)c3ccccc3)c(N(C)C)o2)c1	-3.3%[76.3 µM]
COc1ccc(CNc2nc(Cl)c(C#N)s2)cc1	0.0%
COc1ccc(C(=O)Nc2ccccc2N2CCCC2)cc1	?
Cc1ccn2c(C(=O)NNC(=O)Nc3ccc(Cl)cc3)c(C)nc2c1	2.3%[76.3 µM]
O=C(/C=C/c1ccccc1)Nc1nc(-c2cccs2)ns1	-8.5%[76.3 µM]
O=C(CNC(=O)[C@@H]1Cc2ccccc2CN1)NC1CCCCC1	-3.4%[76.3 µM]
COc1ccc(N2CCN(C(=O)CCCC(=O)c3ccccc3)CC2)cc1	8.2%[76.3 µM]
O=C1CSC(=Nc2cccc(Cl)c2Cl)N1	-5.9%[76.3 µM]
Cc1ccc2c(CNCc3cccs3)c(C(=O)O)n(Cc3ccc(F)cc3)c2c1	-10.5%[76.3 µM]
O=C(Nc1ccc(S(=O)(=O)Nc2ncccn2)cc1)C(F)(F)F	1.4%[76.3 µM]
Cc1ccc(-n2ccn(CC(=O)c3ccc(F)cc3)c(=O)c2=O)cc1C	-8.0%[76.3 µM]
CCc1ccc(C2=CSC3=NCCN23)cc1	0.9%
C/C(=N\Nc1nc(C)cc(-c2ccccc2)n1)c1cccc(N)c1	-7.8%[76.3 µM]
O=C(N/N=C/c1cc(Br)cc([N+](=O)[O-])c1O)c1ccc(NC(=O)c2ccc(F)cc2)cc1	2.9%[76.3 µM]
COc1ccc(C)cc1NC(=O)c1nn(C)c(C(=O)Nc2cc(C)ccc2OC)c1[N+](=O)[O-]	3.9%[76.3 µM]
Cc1c(CCC(=O)N[C@@H](CC(C)C)C(=O)O)c(=O)oc2cc3oc4c(c3cc12)CCCC4	-2.8%
COc1ccc(-n2ccn(Cc3ccccc3Cl)c(=O)c2=O)cc1OC	3.7%[76.3 µM]
O=C(NCCOc1ccccc1)C1CCC(=O)N(CCc2ccccn2)C1 (configuration not stated)	-2.3%[76.3 µM]
CCOc1cc(-c2noc(CCC(=O)NCCc3ccccc3)n2)ccc1OC	-3.7%[76.3 µM]
CCc1ccc(NC(=O)c2cnc(SC)nc2C)cc1	-4.5%
C=CCN1CCN(C(=O)c2cc3c(s2)CCCC3)CC1	-6.1%[76.3 µM]
Fc1ccc(CNCc2ccco2)cc1	-0.3%

4 compounds out of the list above, arranged by the value under GAA glycogen, highest first.
| SMILES | GAA glycogen |
| --- | --- |
| COc1ccc(-c2nc(SCc3ccc(C#N)cc3)[nH]c(=O)c2C#N)cc1 | 6.7% |
| COc1ccccc1CCC(=O)NCCCn1ccc2ccccc21 | 6.3% |
| Fc1ccc(CNCc2ccco2)cc1 | -0.3% |
| CCOc1ncccc1C(=O)NCCc1c[nH]c2ccccc12 | -1.3% |

(cont.)
SMILES	GAA glycogen
CCOc1ccc(OCC)c(NC(=O)c2cc(S(=O)(=O)N3CCCC3)cn2C)c1	7.1%[76.3 µM]
O=C(CCc1ccccc1)Nc1ccc2c(c1)C(=O)OC2	3.9%
N#C/C(=C\c1ccc(OCCN2CCOCC2)cc1)C(=O)Nc1ccccc1F	?
Cc1ccc(N(CC(=O)NCCc2ccccc2)C(=O)c2csnn2)cc1	-8.2%[76.3 µM]
COc1ccc(CCN2CC(C(=O)NCc3cc(C(C)C)no3)CCC2=O)cc1 (configuration not stated)	-17.8%[76.3 µM]
COc1ccc(C(=O)N[C@H]2CCCCNC2=O)cc1OC1CCN(C(C)C)CC1	0.5%[76.3 µM]
NC(=O)c1nsc(C(=O)N(Cc2ccco2)C(C(=O)NCC2CCCO2)c2ccc(O)cc2)c1N (configuration not stated)	-3.1%
Cc1ccccc1OCC(=O)N/N=C1\CC(=O)CC(C)(C)C1	-2.9%[76.3 µM]
CC1CC(C)CN(C(=O)c2nn(C)c3c2CSc2ccccc2-3)C1 (configuration not stated)	-14.7%[76.3 µM]

Some of the compounds tested; the hit share may differ from the screen's.
